# HIF act = HIF pathway transcriptional activation | U2OS HRE-luciferase reporter, luminescence; normalized: DMSO 0%, desferrioxamine 100% | activation, % at 7.5 µM (by protocol) | actives 0.32% (n = 300,000);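 active = mean activation of at least 10% of the iron chelator positive control signal, with at least half of replicates also reaching 10%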
# TRPC6 inh = inhibitors of mouse TRPC6 channel; HEK293-TRPC6, membrane potential dye, ACh-evoked depolarization; stronger effect = lower value; B-score at 10 µM; actives 1.1% (n = 310,000);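 active = B-score under library mean minus 3 SD, initial fluorescence not abnormally high, positive integrated signal ratio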;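 note: B-score derived from integrated fluorescence ratio over the kinetic read; more negative B-score means stronger inhibition of depolarization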
# MrgX1 antagonist = human MrgX1 receptor antagonism, primary screen. Q96LB2. MRGX1-HEK293 calcium flux, Fluo-4, BAM8-22 antagonism; stronger effect = lower value. B-score at 10 µM. actives 1.3% (n = 310,000). AID 588676;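 active = calcium-response B-score plate-corrected more than 3 library SD below zero, starting fluorescence within 5 deviations, no agonist response on first addition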;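 note: peak minus trough fluorescence over baseline after final BAM8-22 challenge near maximal dose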
# Platelet DG rel = platelet dense granule release activity | human platelet-rich plasma, SFLLRN dense granule ATP release, luminescence | inhibition, %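 (compounds screened at 7.5 µM in platelet-rich plasma)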 | actives 0.22% (n = 300,000) | AID 1663;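 active = mean replicate score, as percent of positive control, at or above 50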
# TRPC4 inh = blocks the mouse TRPC4 cation channel. Q9QUQ5. HEK293 TRPC4beta/mu-opioid, DAMGO-evoked Fluo4 calcium flux; stronger effect = lower value. B-score at 10 µM. actives 0.39% (n = 300,000). AID 2247;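 active = B-score over 3 SD under the library average, no early fluorescence shift, positive overall ratio signal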
# Target sequence (Q9QUQ5 whole entry, looked up): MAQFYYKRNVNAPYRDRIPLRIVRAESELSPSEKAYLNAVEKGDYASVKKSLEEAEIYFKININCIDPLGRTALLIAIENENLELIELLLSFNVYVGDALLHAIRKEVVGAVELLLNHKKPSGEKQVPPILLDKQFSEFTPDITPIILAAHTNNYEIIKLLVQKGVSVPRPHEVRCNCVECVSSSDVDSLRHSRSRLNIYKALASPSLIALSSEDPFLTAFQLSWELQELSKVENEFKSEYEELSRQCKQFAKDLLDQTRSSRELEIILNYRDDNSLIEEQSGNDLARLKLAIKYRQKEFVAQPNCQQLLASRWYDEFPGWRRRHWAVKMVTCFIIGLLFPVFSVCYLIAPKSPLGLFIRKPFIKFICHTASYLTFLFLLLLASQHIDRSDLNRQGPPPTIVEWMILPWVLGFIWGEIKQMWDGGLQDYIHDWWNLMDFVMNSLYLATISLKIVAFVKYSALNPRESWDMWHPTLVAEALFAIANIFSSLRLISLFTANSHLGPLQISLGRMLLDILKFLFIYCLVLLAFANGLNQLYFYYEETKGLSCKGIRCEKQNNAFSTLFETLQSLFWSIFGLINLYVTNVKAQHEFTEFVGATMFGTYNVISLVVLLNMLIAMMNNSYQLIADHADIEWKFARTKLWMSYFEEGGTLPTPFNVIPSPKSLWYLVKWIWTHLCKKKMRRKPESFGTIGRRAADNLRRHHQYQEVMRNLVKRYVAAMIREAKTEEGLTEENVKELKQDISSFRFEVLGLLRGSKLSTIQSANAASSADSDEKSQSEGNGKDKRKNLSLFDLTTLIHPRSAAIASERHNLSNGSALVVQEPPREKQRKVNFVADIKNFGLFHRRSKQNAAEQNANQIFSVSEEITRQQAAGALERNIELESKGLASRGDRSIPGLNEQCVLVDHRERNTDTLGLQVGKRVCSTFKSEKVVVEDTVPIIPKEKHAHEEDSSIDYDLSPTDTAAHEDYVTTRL
#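 Test system – stable TRPC4beta/mu-opioid receptor HEK293 cells · Probe or stimulus – DAMGO, a submaximal dose followed by a maximal one · Dosing – one concentration per compound · Signal – Fluo4 calcium fluorescence by kinetic imaging, 5 s 1 Hz baseline · Evaluation – per-well B score of integrated baseline-normalized Fluo4 ratio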
# MrgX1 ag = human MrgX1 receptor agonism, primary screen | Q96LB2 | MrgX1-HEK293 cells, Fluo-4 calcium fluorescence, agonist mode; stronger effect = higher value | B-score at 10 µM | actives 0.44% (n = 310,000) | AID 588627;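 active = calcium response B-score plate-corrected fluorescence ratio at least 3 library SD, with starting fluorescence B-score inside 5 SD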
#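 Material: MrgX1-expressing HEK293 cells; input: 15,000 cells per well; doses: test compound given as first of three sequential additions; schedule: overnight plating before 1 h dye loading; technique: Fluo-4 NW calcium-flux fluorescence, kinetic read; evaluation: baseline-normalised fluorescence change ratio, B-scored; control set: plate-wise positive and negative controls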
# SKKanGAS inh = blocks kanamycin growth of S. pyogenes SKKanGAS strain | BacTiter-Glo, 6 h | inhibition, % at 7.5 µM | actives 1.3% (n = 300,000);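 active = mean replicate score, as percent of positive control median, at least 50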;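 note: strain carries kanamycin resistance gene driven by streptokinase promoter and grows in 40 µg/ml kanamycin; loss of luminescence reflects streptokinase promoter inhibition or plain growth inhibition; 0% = median of DMSO wells and 100% = positive control at its reference dose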
# RGS4 inh = inhibitors of human RGS4; P49798; actives 0.45% (n = 310,000); B-score at 10 µM; HEK293 M3R/RGS4 inducible, Fluo-4 calcium flux; stronger effect = higher value; triggered by carbachol at its EC20;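 active = B-score, a plate-corrected calcium signal, over three deviations above library mean, with baseline fluorescence within five deviations of library mean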;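 note: RGS4 expression induced by doxycycline in cells with stable M3 receptor; B-score is computed from the integrated fluorescence ratio over baseline after carbachol; higher B-score means a larger calcium signal and so more RGS4 inhibition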
# MrgX1 PAM = human MrgX1 positive allosteric modulation, primary screen. MrgX1-HEK293, Fluo-4 calcium flux, FDSS; stronger effect = higher value. B-score at 10 µM. actives 0.63% (n = 310,000). AID 588675;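 active = plate-corrected calcium response at least 3 library SD above typical, normal starting fluorescence, not activating the receptor alone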;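 note: compound read alongside a low EC10 to EC30 dose of BAM8-22 agonist; peak minus trough fluorescence over baseline measured at the second addition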
# TRPC6 act = activators of mouse TRPC6 channel | actives 0.13% (n = 310,000) | Q61143 | B-score at 10 µM | AID 2550 | HEK293-TRPC6 membrane potential dye fluorescence; stronger effect = higher value;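 active = B-score of the integrated fluorescence ratio above library mean plus 3 SD, and starting fluorescence ratio within library mean plus 5 SD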;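 note: higher score means more depolarization so channel activation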
# RGS4 act = potentiators or activators of RGS4; B-score at 10 µM; actives 0.92% (n = 310,000); AID 463111; HEK293 M3R/inducible RGS4, carbachol calcium flux Fluo4; stronger effect = lower value;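 active = B-score of the integrated calcium signal more than 4 SD below the library mean, with starting fluorescence not abnormally high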;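 note: negative B-score means reduced calcium response which marks RGS4 activation or potentiation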
#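 Test system: HEK293 cells with stable M3R and inducible RGS4; also added: carbachol at ECmax as muscarinic agonist stimulus; schedule: dye loading 30 min 37 °C, buffer rest 30 min RT; technique: kinetic calcium fluorescence imaging with Fluo4-AM dye, 2 µM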
# Starred values were filed as active, the others as inactive; i = inactive; nt = not tested or not shown. The order is random; any-hit rate near 6.1%.
SMILES,HIF act,TRPC6 inh,MrgX1 antagonist,Platelet DG rel,TRPC4 inh,MrgX1 ag,SKKanGAS inh,RGS4 inh,MrgX1 PAM,TRPC6 act,RGS4 act
COc1ccc(C(=O)OCC(=O)Nc2ccc(F)c(F)c2)cc1OC,-0.6,i,i,nt,i,i,-1,i,i,i,i
CC1CCC(NC(=O)Cn2c(=O)oc3cc(S(=O)(=O)N4CCCC4)ccc32)CC1 (centres undefined),0.0,i,i,22,i,i,-2,i,i,i,i
Nc1ncnc(NNC(=O)CNC(=O)c2c(F)cccc2Cl)c1[N+](=O)[O-],-0.2,i,i,-3,i,i,-4,i,i,i,i
Cc1cc(NC(=O)COc2cccc([N+](=O)[O-])c2)no1,0.4,i,i,-14,i,i,-15,i,i,i,i
O=C(CCc1ccccc1)c1nnc(-c2ccccc2)o1,1.6,i,i,3,i,i,-14,i,i,i,i
O=C1CCC([N+](=O)[O-])C(c2ccc(Br)cc2)N1 (centres undefined),-0.2,i,i,-2,i,i,-1,i,i,i,i
Cc1c(OC(C)C(=O)NCC2CCC(C(=O)O)CC2)ccc2c3c(c(=O)oc12)CCCC3 (centres undefined),-0.7,i,i,25,i,i,-7,i,i,i,i
CCN1CCSc2ccc(C(=O)NCc3cc(Br)ccc3OC)cc21,2.4,i,i,2,i,i,11,i,i,i,i
CCOc1ccc(CC(=O)Nc2sc(Cc3ccccc3)c(C)c2C(N)=O)cc1OCC,-0.5,i,i,0,i,i,1,i,i,i,i
CCN(CCO)Cc1csc2ccc(Br)cc12,0.1,i,i,2,i,i,3,i,i,i,i
Cc1nn(-c2nc3ccccc3[nH]2)c(N)c1-c1ccccc1,3.2,i,i,nt,i,i,87*,i,i,i,i
COc1ccccc1N=c1c2c([N+](=O)[O-])cc([N+](=O)[O-])cc2n(O)n1-c1ccccc1OC,-0.2,i,i,0,i,i,10,i,i,i,i
CCn1c(CCCNC(=O)c2ccc(F)cc2)nc2ccccc21,-0.2,i,i,2,i,i,-3,i,i,i,i
O=C(CSc1nnc(SCc2cccc3ccccc23)s1)N/N=C/c1c[nH]c2ccccc12,0.5,i,i,2,i,i,8,4.7*,i,i,i
C=CCOc1ccc(-c2nc3c(c(=O)[nH]c(=O)n3CCCC)n2C)cc1OC,-0.1,i,i,-10,i,i,5,i,i,i,i
CCCOc1ccc(S(=O)(=O)N2CCN(C)CC2)c2ccccc12,-0.3,i,i,-2,i,i,-2,i,i,i,i
O=C(CCc1nnc2ccc(N3CCCC3)nn12)Nc1ccc(F)cc1F,-1.1,i,i,1,i,i,-4,i,i,i,i
O=S(=O)(c1ccc(Br)cc1)N1CCCc2ccccc21,1.8,i,i,-3,i,i,19,i,i,i,i
O=C(Nc1ccc(F)cc1)c1ccc(Br)c(S(=O)(=O)N2CCOCC2)c1,1.2,i,i,5,i,i,0,i,i,i,i
Nc1nnnn1CC(=O)N/N=C/C=C/c1ccccc1,0.7,i,i,1,i,i,-8,i,i,i,i
N=c1c(S(=O)(=O)c2ccc(Cl)cc2)cc2c(=O)n3ccccc3nc2n1Cc1cccnc1,0.3,i,i,-12,i,i,27,i,i,i,i
CCN(c1ccccc1)C1(O)C(=O)c2ccccc2C1=O,0.0,i,i,4,i,i,5,i,i,i,i
Cc1[nH]c2ccccc2c1C(=O)CSc1cccc[n+]1[O-],-0.4,i,i,1,i,i,-3,i,i,i,i
COc1c(N2CCN(C(=S)Nc3ccc(F)cc3)C(C)C2)c(F)cc2c(=O)c(C(=O)O)cn(C3CC3)c12 (centres undefined),-0.1,i,i,3,i,i,115*,i,i,i,i
CC(=O)CCc1ccc(OCCCCN2CCC(Cc3ccccc3)CC2)cc1,-0.5,-8.4*,i,-1,i,i,-4,i,i,i,-7.2*
O=C(c1cc2ccc([N+](=O)[O-])cc2oc1=O)N1CCOCC1,0.1,i,i,-1,i,i,7,i,i,i,i
COc1ccc(CCNC(=O)COc2ccc(N(C)S(=O)(=O)c3ccc(Cl)cc3)cc2)cc1,-0.6,i,nt,9,i,nt,6,i,nt,i,i
COc1cc2c(cc1NC(=O)c1ccccc1F)CCCC2,4.1,i,i,-16,i,i,-9,i,i,i,i
COc1cccc(CN2C(=O)C(C)Oc3ccccc32)c1 (centres undefined),-1.3,i,i,-8,i,i,11,i,i,i,i
CC(C)(C)c1ccc(S(=O)(=O)N2CCCCC2)cc1,-0.2,i,i,7,i,i,13,i,i,i,i
COc1ccc(-c2cc(C(F)(F)F)c(C#N)c(SCC(=O)Nc3ccc(C)cc3)n2)cc1,-0.2,i,i,4,i,i,4,i,i,i,i
Cc1ccccc1NC(=O)c1ccccn1,1.5,i,i,-1,i,i,-5,i,i,i,i
CCOC(=O)c1c(C)nc2sc(C(=O)Nc3ccccc3)c(N)c2c1-c1ccc(OC)cc1,2.6,i,i,-14,i,i,21,i,i,i,i
CC(=O)c1ccc(N2CCN(C(=O)c3cccs3)C(C)C2)c(F)c1 (centres undefined),0.2,i,i,-3,i,i,-3,i,i,i,i
CCCCn1c(CCNC(=O)CC)nc2ccccc21,-0.3,i,i,18,i,i,-4,i,i,i,i
NNC(=O)c1cccn(Cc2cccc(C(F)(F)F)c2)c1=O,1.0,i,i,-3,i,i,4,i,i,i,i
COc1ccc(C2NC(=O)NC(C)=C2[N+](=O)[O-])cc1OC (centres undefined),-0.2,i,i,-10,i,i,-9,i,i,i,i
COc1ccc(NC(=O)C(Cc2ccccc2)n2cccc2)cc1OC (centres undefined),-0.3,i,i,2,i,i,-1,i,i,i,i
COc1ccc(NC(=O)CCCNC(=O)Cn2cnc3sc(C)c(C)c3c2=O)c(OC)c1,-0.8,i,i,-2,i,i,1,i,i,i,i
Cn1c(=O)c2c(nc(NCCNC(=O)c3ccco3)n2Cc2ccc(Cl)cc2Cl)n(C)c1=O,-0.7,i,i,-14,i,i,-2,i,i,i,i
CCOC(=O)/C=c1\s/c(=C\c2ccc3cc(OC)ccc3c2)c(=O)n1CC(=O)NCc1ccc2c(c1)OCO2,0.3,i,i,-4,i,i,3,i,i,i,i
CC(C)(C)c1ccc(NC(=S)NCc2cccs2)cc1,0.6,i,i,-13,i,i,-9,i,i,i,i
Cc1ccc(-c2cc(C(=O)O)c3cc(Br)ccc3n2)o1,-0.5,i,i,8,i,i,0,i,i,i,i
CC(C)CC(=O)Nc1sc2c(c1C#N)CC(C)(C)NC2(C)C,-0.4,nt,i,8,nt,i,0,nt,i,nt,nt
C(=N\Nc1nc(-c2cccnc2)nc2ccccc12)/c1ccccc1,0.2,i,i,25,i,i,10,i,i,i,i
COc1ccc(CC(=O)Nc2ccc(S(=O)(=O)Nc3nccs3)cc2)cc1,0.3,i,i,13,i,i,7,i,i,i,i
COc1cccc(-c2noc(-c3ccc(Cl)nc3)n2)c1,1.6,i,i,3,i,i,-18,i,i,i,i
CCN(CC(=O)Nc1ccccc1C(F)(F)F)C(=O)CN1C(=O)NC2(CCCCC2)C1=O,-0.1,i,i,6,i,i,-8,i,i,i,i
CCOC(=O)C(NC(=O)c1ccc(F)cc1)(Nc1nnc(C)s1)C(F)(F)F (centres undefined),-1.8,i,i,2,i,i,-2,i,i,i,i
O=C(NCC1COc2ccccc2O1)C1C2C=CC3(CN(Cc4ccccc4Cl)C(=O)C13)O2 (centres undefined),-0.1,i,i,-4,i,i,1,i,i,i,i
# Next section.
SMILES,HIF act,TRPC6 inh,MrgX1 antagonist,Platelet DG rel,TRPC4 inh,MrgX1 ag,SKKanGAS inh,RGS4 inh,MrgX1 PAM,TRPC6 act,RGS4 act
Cc1ccc(S(=O)(=O)N2CCN(C(=O)N3CCOCC3)C2c2ccc(N(C)C)cc2)cc1 (centres undefined),-0.1,i,i,-3,i,i,-7,i,i,i,i
C=CCOC(=O)C1=C(C)NC(SCC(=O)Nc2nccs2)=C(C#N)C1c1ccc(Cl)cc1 (centres undefined),-0.3,i,i,-1,i,i,31,i,i,i,i
O=c1oc2ccc(Cl)cc2cc1-c1ccccc1,0.7,i,i,-8,i,i,-2,i,i,i,i
C=CCNC(=O)C1COc2ccccc2O1 (centres undefined),0.1,i,i,-8,i,i,-2,i,i,i,i
Cc1[nH]n(-c2ccc(Cl)cc2)c(=O)c1C(=O)c1ccccc1,0.0,i,i,0,i,40*,24,i,i,i,i
O=C(CCN1C(=O)c2cccc3cccc(c23)C1=O)N1CCOCC1,2.5,i,i,-4,i,i,9,i,i,i,i
O=S(=O)(c1ccc(Cl)c(Cl)c1)N1CCc2nc3ccccc3n2CC1,0.0,i,nt,0,i,nt,4,i,nt,i,i
Cc1ccc(S(=O)(=O)N2CCN(C(=O)c3n[nH]c(=O)c4ccccc34)CC2)cc1,-0.3,i,i,-1,i,i,-14,i,i,i,i
CCOc1ccc(Nc2nc(Cc3nnc(SCC(=O)c4ccc(C)c(C)c4)o3)cs2)cc1,2.3,i,i,-3,i,i,14,i,i,i,i
CCC(=O)N1CCN(c2ccccc2NC(=O)c2ccc([N+](=O)[O-])o2)CC1,0.2,i,i,-6,i,i,2,i,i,i,i
COc1cc(C(=O)NNC(=O)c2cc(=O)[nH]c3ccccc23)cc(OC)c1OC,1.0,i,i,-4,i,i,-5,i,i,i,i
NC(=O)N\N=C/C=C/C=C/c1ccc(F)cc1,-1.0,i,i,4,i,i,4,i,i,i,i
COc1ccccc1N1CCN(/N=C/c2cc(OC)c(OC)c(OC)c2)CC1,0.3,i,i,4,i,i,-2,i,i,i,i
Cc1ccc(S(=O)(=O)NCc2ccco2)cc1C,0.0,i,i,-3,i,i,4,i,i,i,i
CCOC(=O)c1ccc(NC2=CC(=O)C(=O)c3ccccc32)cc1,2.5,i,i,9,i,i,70*,i,i,i,i
O=C(OCn1nnc2ccccc2c1=O)C12CC3CC(CC(O)(C3)C1)C2,0.5,i,i,4,i,i,1,i,i,i,i
CC1(C)N=C(N)NC(Nc2ccccc2)=N1,-0.1,i,i,-4,i,i,64*,i,i,i,i

# Compound activity as filed in PubChem BioAssay.
